High-throughput results (PubChem BioAssay)
p97 ATPase inh = human p97 ATPase inhibition. recombinant p97 ATPase, Kinase-Glo ATP luminescence, 3 h. 220,000 compounds, 0.42% hits. inhibition, % at 8 µM. P55072. AID 1481; in the data active = inhibition above about 15%;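 note: 0% = DMSO vehicle and 100% = wells lacking enzyme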
KCC2 mod = modulates chloride dependent transport by human KCC2; Q9H2X9; KCC2 cells, thallium flux FluoZin-2 fluorescence; B-score of Tl+ flux slope (higher = more flux/activation; lower = inhibition) at 10 µM; 190,000 compounds, 2.2% hits; AID 1456;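 active = thallium flux slope and its plate-corrected score both differing from the plate sample mean at a set confidence after two filtering rounds, in either direction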;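 note: slope of fluorescence scaled to starting intensity during 10 to 20 s after thallium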
KLK5 inh = inhibitors of human kallikrein 5 | 210,000 compounds, 0.59% hits | Q9Y337 | recombinant hK5, fluorogenic AMC substrate cleavage | inhibition, % at 5 µM;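 active = inhibition of 40% or more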;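 note: 0% = enzyme controls without compound and 100% = no-enzyme blanks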
Target sequence (Q9Y337 67-293 limits assumed): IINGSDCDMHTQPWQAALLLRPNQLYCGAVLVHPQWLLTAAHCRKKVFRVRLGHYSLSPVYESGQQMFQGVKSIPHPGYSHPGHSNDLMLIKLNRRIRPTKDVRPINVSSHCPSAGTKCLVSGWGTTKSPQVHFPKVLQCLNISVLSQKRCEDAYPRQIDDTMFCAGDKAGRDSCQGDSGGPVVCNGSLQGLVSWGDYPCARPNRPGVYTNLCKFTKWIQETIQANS
FXIa inh = inhibitors of human coagulation factor XIa; P03951; purified FXIa, Boc-Glu-Ala-Arg-AMC fluorogenic substrate; inhibition, % at 5 µM; 220,000 compounds, 0.14% hits; AID 798;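 active = inhibition of at least 40%; inactive = inhibition below 40%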;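 note: fluorescence of freed AMC excited at 355 nm; 0% = enzyme without compound and 100% = no enzyme blank; many of its hits are not listed in these tables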
Target sequence (P03951 19-387 limits assumed): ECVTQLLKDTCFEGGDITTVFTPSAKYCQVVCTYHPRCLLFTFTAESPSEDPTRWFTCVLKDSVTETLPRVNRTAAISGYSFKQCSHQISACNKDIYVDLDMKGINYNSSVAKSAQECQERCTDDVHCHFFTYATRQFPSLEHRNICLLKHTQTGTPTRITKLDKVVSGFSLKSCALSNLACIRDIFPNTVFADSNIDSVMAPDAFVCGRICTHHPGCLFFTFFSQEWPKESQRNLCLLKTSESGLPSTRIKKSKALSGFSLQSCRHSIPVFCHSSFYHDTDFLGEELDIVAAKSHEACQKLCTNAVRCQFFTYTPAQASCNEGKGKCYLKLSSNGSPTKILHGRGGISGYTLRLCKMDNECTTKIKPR
Target sequence (P03951 388-625 limits assumed): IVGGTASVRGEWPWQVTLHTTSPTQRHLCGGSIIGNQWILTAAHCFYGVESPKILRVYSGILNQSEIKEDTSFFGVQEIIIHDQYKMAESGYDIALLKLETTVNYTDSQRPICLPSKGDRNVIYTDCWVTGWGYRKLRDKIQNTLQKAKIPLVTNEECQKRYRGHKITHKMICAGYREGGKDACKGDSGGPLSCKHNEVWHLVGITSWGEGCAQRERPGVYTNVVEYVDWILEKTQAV
PERK inhibitor = blocks human PERK kinase; Q9NZJ5; 220,000 compounds, 0.17% hits; inhibition, % at 5.6 µM; CHO PERK-DD fusion, SEAP luminescence translation reporter;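 active = inhibition above the mean inhibition of all tested compounds plus 3 SD, set separately per screening campaign, cut at about 2.9% in these data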;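 note: PERK kinase domain activated by AP20187 dimerizer at 100 nM; 0% = DMSO with dimerizer and 100% = rapamycin at 8.4 µM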
Furin inhibitor = blocks human furin protease activity; AID 463115; inhibition, % at 30 µM; 220,000 compounds, 0.061% hits; purified furin, fluorogenic substrate cleavage; P09958; in the data active = inhibition above about 25%; note: inactives centre near -15
Thrombin inh = thrombin (human) inhibition; alpha-thrombin, Boc-VPR-AMC fluorogenic substrate cleavage; 220,000 compounds, 0.26% hits; AID 1046; P00734; inhibition, % at 5 µM;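 active = inhibition at or above 40%; inactive = inhibition below 40%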;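 note: 0% = enzyme with no compound and 100% = wells without enzyme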
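Material: human alpha-thrombin protein. Incubation: reaction at ambient temperature. Technique: fluorescence of released AMC, ex 355 nm, em 460 nm. Control set: no-compound enzyme wells and no-enzyme blanks. Also added: Boc-VPR-AMC substrate, 15 µM final. Buffer or medium: pH 7.5 Tris (50 mM) with NaCl 150 mM, Tween 20 0.05%.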
Wee1 degr inh = human Wee1 degradation inhibition, primary screen | P30291 | HeLa Luc-Wee1K328M stability, luciferase luminescence; 100% = proteasome inhibitor MG132 effect | reporter increase, % at 5 µM | 220,000 compounds, 1.2% hits | AID 1321;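 active = activation above the mean of all tested compounds plus 3 SD, set per screening run, cut at about 8.8% in these data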;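 note: cells exposed to compound for 20 h before luminescence read; 0% = DMSO alone and 100% = MG132 at 30 µM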
FXIIa inh 1536 = blocks human coagulation factor XIIa protease activity; AID 800; inhibition, % at 5 µM; purified FXIIa, Boc-QGR-AMC fluorogenic substrate, 2 h; 220,000 compounds, 0.3% hits; in the data active = inhibition above about 40%;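 note: 0% = enzyme with no compound and 100% = blank without enzyme; many of its hits are not listed in these tables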
The depositor's hits bear a star; x = no result given; [ ] = remark or other dose.

No.	KLK5 inh	Furin inhibitor	p97 ATPase inh	Thrombin inh	FXIIa inh 1536	PERK inhibitor	FXIa inh	KCC2 mod	Wee1 degr inh	Molecule
1	-6.4	-16.5	0.2	-11.5	-1.3	0.1	-6.0	0.717	2.3	CCN(CC)C(=O)c1sc(NC(=O)C(C)C)c(C#N)c1C
2	5.7	-19.3	1.9	3.7	12.1	-1.8	5.2	-0.612	14.0*	Cc1csc2sc(-c3ccnc(SCC(=O)NCc4ccccc4)n3)c(C)c12
3	-9.2	-15.3[20 µM]	-2.3	-4.0	5.9	1.1	0.4	6.41*	-2.6	COc1ccc(S(=O)(=O)NCCSCc2ccco2)cc1Cl
4	1.5	-27.8	x	-0.9	8.1	x	-0.3	0.069	x	C=C1CCN(C(C(=O)OC)C(C)C)S(=O)(=O)c2ccc(F)cc21 (centres undefined)
5	-11.3	-20.7	-0.8	1.9	-4.6	1.1	-6.2	-0.427	1.1	CCCCc1cc(=O)oc2cc(OCc3nn[nH]n3)c(Cl)cc12
6	-56.8	-28.4	7.2	-5.5	5.5	0.7	8.5	-2.49	1.0	Cc1[nH]n(-c2cccc3ccccc23)c(=O)c1/C=N/NC(=O)c1cccc([N+](=O)[O-])c1
7	-8.4	-11.7	0.2	-3.1	9.4	1.8	8.1	48.6*	-0.6	Cc1[nH]c(=S)sc1Cc1ccc(Cl)c(Cl)c1
8	-2.0	-14.4	-7.5	-1.7	-2.8	-1.1	7.0	-1.44	0.8	COc1ccccc1N1CCN(C(=O)CSc2nnc(-c3ccoc3C)o2)CC1
9	-0.3	-20.2	3.0	-6.5	9.0	0.0	-2.9	-0.0853	1.2	CCOC(=O)c1cc(NC(=O)c2cccnc2)ccc1N1CCOCC1
10	2.6	-25.8[20 µM]	1.3	-2.2	10.5	-0.3	4.5	1.18	-0.4	COc1ccc(OC)c(/C(O)=C/C(=O)C(=O)Nc2ccccc2OC)c1
11	-17.7	-33.5	2.3	4.1	3.5	-0.2	12.3	-0.186	0.6	COc1ccc2nc(NC(=O)CCc3ccc(OC)c(OC)c3)sc2c1
12	-2.2	-24.4	3.7	-0.6	4.6	-0.2	-2.8	1.42	0.5	O=C(Cc1c(F)cccc1Cl)N1CCOCC1
13	-4.3	-16.3[20 µM]	2.1	0.8	7.8	0.5	-6.4	-0.206	-2.4	Cc1nc(Cl)c(C(=O)NC(=O)Nc2cccc(C(F)(F)F)c2)c(C)c1[N+](=O)[O-]
14	-12.8	-6.7[20 µM]	0.7	1.8	4.4	-0.3	3.0	0.848	1.6	Cc1ccc(C(=O)NCC(=O)OCC(=O)c2ccc3c(c2)OCCO3)cc1C
15	-0.5	-18.2	3.4	-1.4	9.7	-0.2	1.1	x	1.3	NC(=O)c1ccc(NC(=O)c2cccc3c2OCCCO3)cc1
16	-1.8	-14.9	-0.7	-6.6	x	-0.5	-5.3	-0.227	1.6	Cc1cc(-c2ccccc2)nc(SCC(=O)N2CCCC2)n1
17	5.2	-31.1	-1.7	-10.9	5.3	-0.2	-1.8	0.111	-3.1	CCOC(=O)N1CCC(N2Cc3cccc(C(=O)N4CCN(c5cccc(C)c5C)CC4)c3C2=O)CC1
18	2.8	-4.4	-1.1	2.6	11.1	0.5	20.1	x	2.2	O=C1NC(c2ccccc2)=C(c2ccc3ccccc3n2)C(c2ccncc2)N1 (centres undefined)
19	-10.7	-20.5	2.1	7.5	29.7	-0.2	6.4	x	-0.7	CCCCNC(=O)OCC(CC)NC(=O)OC(C)C (centres undefined)
20	0.6	-16.6	6.4	2.5	8.8	-0.2	-0.2	0.819	-2.1	CC(C(=O)Nc1ccc2c(c1)OCCO2)N(c1ccccc1)S(C)(=O)=O (centres undefined)
21	1.8	-20.0	1.3	-10.3	8.2	0.2	-0.5	x	-1.6	CCc1ccc(CNC(=O)CCc2nnc(CCc3ccc(OC)cc3)o2)nc1
22	-6.5	-10.0	2.8	-6.9	17.6	0.8	6.4	x	-2.4	CCCN1C(=O)SC(CC(=O)Nc2ccccc2)C1=O (centres undefined)
23	0.9	-20.2	-0.7	-6.5	7.0	-0.1	-1.7	2.17	-0.9	CN1/C(=C\C=C2/SC(=S)NC2=O)C(C)(C)c2ccccc21
24	x	-12.3	-3.6	-3.6	5.2	-0.1	-4.9	0.207	6.1	Cc1ccc(NC(=S)N(CCCN2CCCC2)Cc2cccn2Cc2ccc(Cl)cc2)cc1
25	-4.8	-8.6	0.7	-1.1	17.2	0.6	2.7	-0.757	-2.4	N#Cc1ccccc1Sc1ccccc1C(=O)Nc1ccc(Br)cc1
26	-2.8	-0.4	1.5	-0.1	13.9	0.0	-0.1	x	1.8	O=C(CCCNS(=O)(=O)c1cccc2nsnc12)N1CCCCC1
27	-12.1	-5.6[20 µM]	-4.1	-4.3	7.0	1.6	-4.1	-0.188	0.2	COc1ccc(S(=O)(=O)N2CCCCC2)cc1Br
28	-17.5	-20.3	-0.6	-6.1	5.6	-0.1	-1.0	-0.279	0.6	O=C(C[n+]1cccc(CNC(=O)c2ccc(OC(F)F)cc2)c1)Nc1cccc(C(F)(F)F)c1
29	-2.1	-7.5	2.2	0.7	12.8	0.8	-3.5	-1.35	-3.2	CCCCOC(=O)CSc1nnc(-c2cc(OC)c(OC)c(OC)c2)o1
30	-2.1	-7.3[20 µM]	-9.0	11.7	-18.4	-3.4	-7.5	x	0.3	CC(C)OC(=O)c1cn(-c2ccccc2)nc1-c1ccc2c(c1)OCCO2

Complete entries from above.
Shown for Cc1[nH]n(-c2cccc3ccccc23)c(=O)c1/C=N/NC(=O)c1cccc([N+](=O)[O-])c1 = KLK5 inh: -56.8; Furin inhibitor: -28.4; p97 ATPase inh: 7.2; Thrombin inh: -5.5; FXIIa inh 1536: 5.5; PERK inhibitor: 0.7; FXIa inh: 8.5; KCC2 mod: -2.49; Wee1 degr inh: 1.0
Shown for COc1ccc(OC)c(/C(O)=C/C(=O)C(=O)Nc2ccccc2OC)c1 = KLK5 inh: 2.6; Furin inhibitor: -25.8[20 µM]; p97 ATPase inh: 1.3; Thrombin inh: -2.2; FXIIa inh 1536: 10.5; PERK inhibitor: -0.3; FXIa inh: 4.5; KCC2 mod: 1.18; Wee1 degr inh: -0.4

Reformatted: entries from further up.
cpd	smiles	KLK5 inh	Furin inhibitor	p97 ATPase inh	Thrombin inh	FXIIa inh 1536	PERK inhibitor	FXIa inh	KCC2 mod	Wee1 degr inh
29	CCCCOC(=O)CSc1nnc(-c2cc(OC)c(OC)c(OC)c2)o1	-2.1	-7.5	2.2	0.7	12.8	0.8	-3.5	-1.35	-3.2
8	COc1ccccc1N1CCN(C(=O)CSc2nnc(-c3ccoc3C)o2)CC1	-2.0	-14.4	-7.5	-1.7	-2.8	-1.1	7.0	-1.44	0.8
17	CCOC(=O)N1CCC(N2Cc3cccc(C(=O)N4CCN(c5cccc(C)c5C)CC4)c3C2=O)CC1	5.2	-31.1	-1.7	-10.9	5.3	-0.2	-1.8	0.111	-3.1
24	Cc1ccc(NC(=S)N(CCCN2CCCC2)Cc2cccn2Cc2ccc(Cl)cc2)cc1	x	-12.3	-3.6	-3.6	5.2	-0.1	-4.9	0.207	6.1

A few values from above:
Result of cpd 15 under Thrombin inh: -1.4
Result of cpd 19 under FXIIa inh 1536: 29.7
Result of cpd 3 under FXIIa inh 1536: 5.9

More records follow.
No.	KLK5 inh	Furin inhibitor	p97 ATPase inh	Thrombin inh	FXIIa inh 1536	PERK inhibitor	FXIa inh	KCC2 mod	Wee1 degr inh	Molecule
31	-17.9	-2.1[20 µM]	-2.2	-4.5	8.6	-0.5	-8.2	-0.764	1.3	N#Cc1cc2c(nc1SCc1cccnc1)CCCCC2
32	-3.3	-2.8	3.4	2.2	2.7	0.1	-2.9	2.09	-1.2	O=C(N/N=C/c1sc(N2CCOCC2)nc1-c1ccccc1)c1ccccc1F
33	-0.4	-22.5	-0.1	3.6	8.8	0.2	-0.6	-0.136	9.0*	O=C(COS(=O)c1ccccc1)Nc1cc(Cl)ccc1N1CCOCC1 (centres undefined)
34	-0.9	-31.8	1.9	-0.5	10.2	-1.4	-0.3	-0.795	-1.0	COc1ccccc1Cn1c(C)nc2ccccc21
35	-8.9	-7.5[20 µM]	-3.8	-2.0	7.4	-1.1	-8.3	-0.771	5.8	Cc1nnc(NC(=O)c2ccc(C)c(S(=O)(=O)N3CCOCC3)c2)s1
36	5.6	-4.1[20 µM]	-3.6	-10.9	9.3	0.0	1.1	-0.0494	7.0	Cc1ccc(Nc2nc(N)nc(CC#N)n2)cc1
37	-13.8	-20.7[20 µM]	-1.9	-6.6	4.3	0.0	-6.3	0.51	2.5	CCOC(=O)C1CCN(C(=O)c2ccc(NC(=O)C3CCCO3)cc2)CC1 (centres undefined)
38	-4.0	-14.9	2.9	-3.5	6.7	0.6	11.0	-1.39	7.2	CC1=C[C@H]2Cc3cc(C)cc(C)c3S(=O)(=O)[C@@H]2C=C1
39	-8.1	-21.5[20 µM]	2.4	4.6	-4.4	1.1	-10.7	-0.134	2.5	COc1cc(C2C(C#N)=C(N)OC3=C2C(=O)CC(C)(C)C3)ccc1OC(=O)N1CCOCC1 (centres undefined)
40	1.4	-21.3	-3.8	-4.6	5.6	0.2	-1.6	-1.03	3.6	CCOC(=O)NC(=O)/C(C#N)=C\NNc1ncc(C(F)(F)F)cc1Cl
41	-1.7	-16.6	9.7	-2.4	0.2	-1.7	-1.4	-0.889	-0.7	CCCn1c(=N)n(CC(O)c2ccc(C)cc2)c2ccccc21 (centres undefined)
42	1.5	-16.3[20 µM]	-1.4	-0.3	9.0	-0.4	-3.4	-0.0441	-2.7	Cc1ccccc1NC(=O)CN(c1ccc(F)cc1)S(C)(=O)=O
43	-20.3	-29.3[20 µM]	5.0	-5.1	8.0	1.1	2.0	0.033	1.0	C=CCn1c(SC(C)CC)nc(O)cc1=O (centres undefined)
44	-6.7	-15.9	5.6	-3.4	3.6	1.0	-7.6	-1.23	6.4	Cc1cc([N+](=O)[O-])c2c(c1C)C1C=CCC1C(c1ccccn1)N2 (centres undefined)
45	-14.4	-16.9[20 µM]	-0.1	9.8	27.3	0.3	21.2	x	-0.3	CC1CC(C)CN(CC(=O)N2c3ccccc3CCc3ccccc32)C1 (centres undefined)
46	-12.4	-12.7[20 µM]	1.8	-0.6	11.0	0.0	4.4	-1.51	-1.5	CC(C)(C)NC(=O)C(c1ccccn1)N(C(=O)C1CSC(=O)C1)c1ccc(F)cc1 (centres undefined)
47	11.3	-20.2[20 µM]	6.6	-1.3	11.3	-0.8	-19.6	x	0.3	Cc1ccccc1CN(c1ccc(C(=O)Nc2ccccc2C(=O)NCc2ccco2)cc1)S(C)(=O)=O
48	5.1	-9.3	4.9	-0.1	11.5	0.8	2.1	0.205	2.0	Cc1cc(O)c2/c(=N\N)c(-c3csc(C)n3)coc2c1
